# Screening results from PubChem.
# Lamin A splicing – changes lamin A minigene splicing in HeLa cells; HeLa LMNA splicing GFP/RFP minigene ratio, 48 h; 200,000 tested, 0.01% active; Potency, µM (doses to about 46.1 µM), for the others: at the highest dose ratio change, negative = inhibition, actives largely listed as inhibitors; active = well fitted inhibition curve with a large enough effect in the signal ratio, with a control signal flat, not every such curve was filed as active; inconclusive = small, poorly fitted or top-dose-only effect, or effect the other way, or a change in a side signal; the % refers to the signal ratio
#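 S3 HeLa cells stably expressing lamin A-EGFP splicing minigene plus DsRed2, 600 cells/well, 48 h compound exposure at 37C. Laser-scanning cytometry; analysed as GFP (500-530 nm)/RFP (575-640 nm) total intensity ratio; 0.5% DMSO vehicle.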
# Active calls of the source: *; ? = inconclusive; [ ] = another dose, or the depositor's remark. % is set by controls: 0 for no effect and ±100 for the full control effect; potency is the fitted concentration of half-maximal effect. A portion of the library (hit frequency here may not be typical).
Lamin A splicing | Compound
10.2%[46 µM] | CCN(CC)S(=O)(=O)c1ccc2c(c1)N(CC(=O)NCc1ccccc1)C(=O)C1CCCCN21 (stereo not given)
4.0%[46 µM] | Cc1ccc2nc(-c3ccc(NC(=O)c4ccc(S(C)(=O)=O)cc4)cc3)sc2c1
-7.8%[46 µM] | CCOc1ccccc1NC(=O)CSc1nnc2[nH]c(=O)cc(C)n12
? | O=C(CCS(=O)(=O)c1ccc(Br)cc1)Nc1ccc(Cl)c(C(F)(F)F)c1
12.5%[46 µM] | Cc1ccc(S(=O)(=O)NCc2nc3cccnc3n2Cc2ccccc2Cl)c(C)c1
? | Cc1ccc(NCc2nnc3n2CCCCC3)cc1Cl
-14.7%[46 µM] | Cc1cn2c(=O)cc(COC(=O)COc3ccc(F)cc3)nc2s1
20.7%[46 µM] | CC1=C(C(N)=O)C(c2cccc(F)c2)n2nc(SCc3ccccc3)nc2N1 (stereo not given)
-4.2%[46 µM] | Cc1ccc(-n2ncc(C(=O)Nc3ccc4c(c3)OCCO4)c2C2CCN(C(=O)OC(C)(C)C)CC2)cc1C
-0.1%[46 µM] | CCOC(=O)c1c(C)oc2nc(C)nc(NC(C)c3ccccc3)c12 (stereo not given)
? | CCOC(=O)c1c(NC(=O)c2ccc(S(=O)(=O)N(C)C3CCCCC3)cc2)sc2c1CCN(C(C)C)C2
-21.3%[46 µM] | CCOC(=O)c1c(C)[nH]c(CCC(=O)NCc2ccc(N(C)C)cc2)c1C
1.4%[46 µM] | COc1ccc(/C=C/c2onc(C)c2S(=O)(=O)N2CCC(C(=O)N3CCC(C)CC3)CC2)cc1
-3.5%[46 µM] | CC(=O)OCc1cnc(C)c2oc(=O)c(C(=O)Nc3cccc(F)c3)cc12
-17.7%[46 µM] | Cc1c(Cl)cccc1NC(=O)c1oc2ccc(S(=O)(=O)N3CCC4(CC3)OCCO4)cc2c1C
0.3%[46 µM] | Cc1c(-c2ccc(Cl)cc2)c(=O)oc2c(CN3CCOCC3)c(O)ccc12
1.6%[46 µM] | Cn1ncc2c(N3CCN(c4ccc(F)cc4)CC3)ncnc21
12.8%[46 µM] | Cn1ncc2c(NCc3ccc(F)cc3)ncnc21
8.8%[46 µM] | COc1ccc(C(C)=O)cc1CSc1nc(NCc2ccc(Cl)cc2)c2ccccc2n1
-5.3%[46 µM] | COc1ccc(C2C(=O)N(C3CCCCC3)CC(=O)N2CCC2=CCCCC2)cc1 (stereo not given)
-3.4%[46 µM] | COc1ccc(OC)c(NS(=O)(=O)c2ccc(N3CCCCS3(=O)=O)cc2)c1
6.8%[46 µM] | CCN(CC)C(=O)Cn1c(=O)n(-c2ccc(C)c(C)c2)c(=O)c2c(C)c(C(=O)N(CC)CC)sc21
? | COc1ccc(C(=O)NCc2ccc3c(c2)CCN3C(=O)c2ccncc2)cc1
-17.9%[46 µM] | Cc1c(C(=O)Nc2ccc(F)c(F)c2)oc2ccc(S(=O)(=O)N(C)C3CCCCC3)cc12
? | CCCC(=O)N(c1ccc2oc(C)c(C(C)=O)c2c1)S(=O)(=O)c1ccc(CC)cc1
-4.4%[46 µM] | COc1ccc(OC)c(CNC(=O)c2cnc(N(C)C)nc2)c1
-9.2%[46 µM] | COc1ccc(CCNC(=O)c2ccc3nc(Cc4ccccc4)oc3c2)cc1OC
? | Cc1ccc(-n2ncc3c(NCCCN4CCOCC4)ncnc32)cc1
-15.3%[46 µM] | Cc1ccc(CSC2=Nc3ccccc3C3=NC(CC(=O)NCc4cccs4)C(=O)N23)c(C)c1 (stereo not given)
-6.8%[46 µM] | CCOc1cc(-c2nnc(SCC(=O)NCc3ccc(C)cc3)nc2-c2ccc(OC)c(OCC)c2)ccc1OC
? | COc1cccc(NC(=O)CN(Cc2ccccc2)S(=O)(=O)c2ccc3nc(C)sc3c2)c1
? | COc1ccccc1NC(=O)c1cnc(SCC(=O)N2CCCc3ccccc32)n(C)c1=O
9.0%[46 µM] | COc1ccc(C)cc1NC(=O)c1oc2ccc(S(=O)(=O)N(C)C3CCCCC3)cc2c1C
-6.6%[46 µM] | COc1ccc(NC(=O)c2cc(S(=O)(=O)N3CCCC(C)C3)cn2C)c(OC)c1 (stereo not given)
-4.3%[46 µM] | CN1CCN(CCNC(=O)c2cnn(-c3ccc(F)cc3)c2C2CCN(C(=O)OC(C)(C)C)CC2)CC1
? | CCOC(=O)c1cccc(NC(=O)CCc2c(C)nn(-c3ccc(N4CCOCC4)nn3)c2C)c1
-7.5%[46 µM] | CN1CCN(C(CNC(=O)C(=O)Nc2ccccc2)c2ccc3c(c2)OCO3)CC1 (stereo not given)
? | COc1ccc(OCC(=O)NCc2ccc3c(c2)CCN3C(=O)c2cccc(C)c2)cc1
-6.9%[46 µM] | Cc1ccc(C)c(NC(=O)Cn2c(=O)ccc3cc(S(=O)(=O)N4CCCC4)ccc32)c1
1.8%[46 µM] | O=C(CNC(=O)c1ccccc1F)OCc1cc(=O)n2nc(C3CC3)sc2n1
-3.1%[46 µM] | Cc1ccc(CCNC(=O)CCn2nc(-c3ccc(C)cc3)ccc2=O)cc1
-3.1%[46 µM] | COc1ccc(CNC(=O)c2ccc(N3CCCC3)c(NC(=O)NCc3ccc(F)cc3)c2)cc1
? | Cc1ccc(Nc2ccc(N3CCN(C(=O)c4ccc([N+](=O)[O-])cc4Cl)CC3)nn2)cc1
-8.5%[46 µM] | Cc1cc(N2CCN(C)CC2)nc2ccc(NC(=O)Nc3ccc(F)cc3F)cc12
-10.3%[46 µM] | Cc1csc2nc(COC(=O)c3ccc(NC(=O)COc4ccccc4F)cc3)cc(=O)n12
? | COc1ccc(-c2cc(C(C)=O)c(C)n2CCC(=O)Nc2cc(Cl)ccc2C)cc1
-4.0%[46 µM] | Cn1cnc(S(=O)(=O)N2CCC(C(=O)Nc3ccc(F)cc3F)CC2)c1
? | Cc1cc(C)c(NS(=O)(=O)c2ccc3c(c2)NC(=O)CCS3)c(C)c1
6.3%[46 µM] | CCC1=C(c2ccc(C)cc2)S(=O)(=O)N=C1N1CCC(C(=O)N2CCCCC2)CC1
-13.9%[46 µM] | CCc1nnc2c3ccccc3nc(N3CCN(c4ccc(C)cc4C)CC3)n12
4.8%[46 µM] | CC(C)(C)OC(=O)N1CCC(c2c(C(=O)N3CCc4ccccc4C3)cnn2-c2ccc(F)cc2)CC1
12.6%[46 µM] | Cc1nn(S(=O)(=O)c2ccc(C(C)(C)C)cc2)c(C)c1S(=O)(=O)N1CCCCCC1
-4.0%[46 µM] | Cc1ccc(Cc2nc3ccccc3nc2SCC(=O)N2CCN(c3ccccc3)CC2)cc1
7.3%[46 µM] | Cc1oc2ncnc(N3CCOCC3)c2c1C(=O)NCCc1ccccc1
-6.0%[46 µM] | Cc1ccc(CNC(=O)c2ccc3oc(=O)n(Cc4ccccc4)c3c2)cc1
? | Cc1ccc(Cl)cc1N1CCN(C(=O)c2cc3ccc4cccnc4c3[nH]2)CC1
-13.0%[46 µM] | Cc1nc2ccc(S(=O)(=O)N(CC(=O)Nc3ccc(F)cc3F)Cc3ccccc3)cc2s1
-11.4%[46 µM] | Cc1cccc2c(=O)cc(CSc3ccccc3NC(=O)c3cccc(F)c3)[nH]c12
1.0%[46 µM] | Cc1ccc2nc3sc(C(=O)NCCCN(C)c4ccccc4)cc3cc2c1
? | COc1ccc(CC(=O)N2CCc3c([nH]c4ccccc34)C2c2ccc(SC)cc2)cc1 (stereo not given)

# The listing continues:
Lamin A splicing | Compound
? | CCSC1=NC2(CCN(C(=O)NC3CCCCC3)CC2)N=C1c1ccc(OC)cc1
-14.8%[46 µM] | Cc1nc(Oc2ccc(F)cc2Cl)c2oc3ccccc3c2n1
-2.9%[46 µM] | CCOc1ccc(-c2c(C)nn3c(C)c(C(=O)Nc4cccc(Cl)c4C)cnc23)cc1OCC
-2.0%[46 µM] | COc1cc(NC(=O)N2CCc3c(sc4c3CCCC4)C2c2ccccc2)cc(OC)c1OC (stereo not given)
-13.7%[46 µM] | COc1ccccc1CNC(=O)c1ccc2c(c1)N(Cc1cc(C)ccc1C)C(=O)c1ccccc1S2
-0.7%[46 µM] | COc1ccccc1OCC(=O)Nc1nnc2n1CCS2
6.5%[46 µM] | COc1ccc(OC)c(NC(=O)CN2C(=O)CCc3cc(S(=O)(=O)N4CCCCC4)ccc32)c1
-0.4%[46 µM] | CCOc1ccccc1Nc1sc(C(=O)c2ccccc2)c(N)c1C(=O)Nc1ccc(F)cc1
? | CCOC(=O)c1c(C)oc2ncnc(Nc3ccc(F)cc3Cl)c12
-5.5%[46 µM] | Cc1cccc(N2CCN(C(=O)CS(=O)(=O)c3cccc4nsnc34)CC2)c1C
2.9%[46 µM] | CCOc1ccc(CN2CCc3nc(N4CCN(c5ncccn5)CC4)ncc3C2)cc1OC
? | Cc1c(C(=O)Nc2cccc(Cl)c2)oc2ccc(S(=O)(=O)N(C)C3CCCCC3)cc12
1.0%[46 µM] | O=S(=O)(NCCS(=O)(=O)N1CCN(c2ccccc2)CC1)c1ccccc1
-12.8%[46 µM] | Cc1nc(N2CCOCC2)c2c(C(=O)N(C)c3ccccc3)c(C)oc2n1
0.1%[46 µM] | Cc1ccc(Cc2nc3ccccc3nc2SCC(=O)N2CCCc3ccccc32)cc1
? | O=C(NCC1CCCO1)c1c[nH]c2ccc(S(=O)(=O)Nc3cccc(C(F)(F)F)c3)cc2c1=O (stereo not given)
? | Cc1cccc(NC(=O)CSc2nc(C3CCCC3)nc3c2c(=O)n(C)c(=O)n3C)c1C
9.8%[46 µM] | O=C(NC1CCCC1)c1ccc2c(=O)n(Cc3ccccc3)c(SCc3cccc([N+](=O)[O-])c3)nc2c1
-7.9%[46 µM] | COc1ccc(CNc2ncnc3c2cnn3-c2ccc(C)c(C)c2)cc1
4.7%[46 µM] | Cc1nc2c(C(=O)O)cnn2c(C)c1Cc1ccccc1

# An excerpt of these results, in CSV form.
molecule,Lamin A splicing
CCOc1ccc(CN2CCc3nc(N4CCN(c5ncccn5)CC4)ncc3C2)cc1OC,2.9%[46 µM]
O=C(NC1CCCC1)c1ccc2c(=O)n(Cc3ccccc3)c(SCc3cccc([N+](=O)[O-])c3)nc2c1,9.8%[46 µM]
COc1ccccc1CNC(=O)c1ccc2c(c1)N(Cc1cc(C)ccc1C)C(=O)c1ccccc1S2,-13.7%[46 µM]
COc1cc(NC(=O)N2CCc3c(sc4c3CCCC4)C2c2ccccc2)cc(OC)c1OC (stereo not given),-2.0%[46 µM]
COc1ccc(CNc2ncnc3c2cnn3-c2ccc(C)c(C)c2)cc1,-7.9%[46 µM]
Cc1cccc(N2CCN(C(=O)CS(=O)(=O)c3cccc4nsnc34)CC2)c1C,-5.5%[46 µM]
Cc1nc(N2CCOCC2)c2c(C(=O)N(C)c3ccccc3)c(C)oc2n1,-12.8%[46 µM]

# Other entries:
Lamin A splicing | Compound
-15.8%[46 µM] | Cc1cccc(N2C(=O)N(Cc3ccc(C(C)(C)C)cc3)c3ccccc3S2(=O)=O)c1
? | COc1cc(OC)c(NC(=O)Nc2ccccc2OCc2cc(=O)n3cc(C)ccc3n2)cc1Cl
? | CCCCC(Sc1nc2cc3c(cc2c(=O)n1CCCC(=O)NCc1ccc(OC)cc1)OCO3)C(=O)OCC (stereo not given)
? | Cc1ccc(NC(=O)c2cc(S(=O)(=O)NC3CCCCC3)ccc2F)cc1Cl
? | CCOC(=O)c1c(S(=O)(=O)N2CCN(c3cc(Cl)ccc3C)CC2)c(C)n(C)c1C
-5.6%[46 µM] | Cc1ccc(Cn2ccnc2SCC(=O)NCc2ccc(F)cc2)cc1
? | CCc1c(C)sc2c1CCN(C(=O)Nc1ccc(F)c(Cl)c1)C2c1ccc(F)cc1 (stereo not given)
3.7%[46 µM] | CC(=O)Nc1c(C)nn(-c2ccccc2)c1N1CCC(C(=O)Nc2ccc(Cl)cc2C)CC1
-22.0%[46 µM] | COc1ccc(S(=O)(=O)NCC(c2ccco2)S(=O)(=O)c2ccc(C)cc2)cc1C (stereo not given)
-0.3%[46 µM] | CCC(=O)N1CCCc2cc(S(=O)(=O)N3CCC(C(=O)NCc4ccc(F)cc4)CC3)ccc21
? | CCOc1cc(CNC(=O)c2ccc(NC(=O)c3nsc4ccccc34)cc2)ccc1OC
-1.3%[46 µM] | CCCc1nn2c(=O)cc(COC(=O)c3ccc(NC(=O)COc4ccccc4F)cc3)nc2s1
-4.8%[46 µM] | O=C(Nc1ccc(Br)cc1F)c1cc(S(=O)(=O)NCc2ccc(F)cc2)ccc1F
-7.5%[46 µM] | COc1ccc(S(=O)(=O)Nc2cccc(-c3ccc(N4CCCC4)nn3)c2)c(OC)c1
-8.9%[46 µM] | CCOc1ccc(N2C(=O)N(Cc3c(F)cccc3Cl)c3ccccc3S2(=O)=O)cc1
-8.6%[46 µM] | O=C(Nc1ccccc1C(F)(F)F)c1ccc(F)c(S(=O)(=O)N2CCc3ccccc3C2)c1
-6.4%[46 µM] | CCc1ccc(CN2CCc3nc(N4CCN(CC)CC4)ncc3C2)cc1
-19.0%[46 µM] | COc1ccccc1N1CCN(S(=O)(=O)CCNC(=O)COc2ccc(C(C)C)cc2)CC1
? | COc1ccc(CCNC(=O)C(=O)NCC(c2ccco2)S(=O)(=O)c2cccs2)cc1 (stereo not given)
-2.6%[46 µM] | Cc1cc(C)cc(-n2c(C)nc3cc(C(=O)NCc4ccccc4Cl)ccc32)c1
1.8%[46 µM] | Cc1ccc(S(=O)(=O)c2cnc(SCC(=O)Nc3ccc4c(c3)OCCO4)[nH]c2=O)cc1Cl
13.7%[46 µM] | O=C(CCS(=O)(=O)c1ccc(Br)cc1)Nc1ccc(F)cc1F
-7.4%[46 µM] | Cc1ccc2nc(COc3cccc(NC(=O)COc4ccc(F)cc4)c3)cc(=O)n2c1
? | O=C(Nc1ccc(OC(F)(F)F)cc1)C1CCN(S(=O)(=O)c2ccc3[nH]c(=O)ccc3c2)CC1
